Screening results deposited in PubChem BioAssay by The Scripps Research Institute Molecular Screening Center.
KLK7 zymogen act = proKLK7 zymogen activators, primary screen, biochemical, fluorescence intensity. purified proKLK7, EDANS-DABCYL substrate fluorescence; 100% is mature enzyme control, 0% vehicle. 370,000 tested, 0.9% active. activation, % at 7 µM. Kallikrein-7 (Homo sapiens), P49862;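 active = activation above the mean of all tested compounds plus 3 SD, computed per campaign excluding outliers beyond control limits, cut at about 13% in these data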
Target sequence (P49862 whole entry, looked up): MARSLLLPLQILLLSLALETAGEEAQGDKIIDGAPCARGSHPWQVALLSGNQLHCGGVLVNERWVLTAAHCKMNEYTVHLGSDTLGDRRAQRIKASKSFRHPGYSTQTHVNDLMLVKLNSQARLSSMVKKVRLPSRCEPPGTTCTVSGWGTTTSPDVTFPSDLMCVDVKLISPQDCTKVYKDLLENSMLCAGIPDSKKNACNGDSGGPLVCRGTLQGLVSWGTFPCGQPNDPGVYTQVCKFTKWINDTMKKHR
PLC-gamma1 inh = PLC-gamma1 enzyme inhibitors, primary screen, biochemical, fluorescence, purified enzyme; 1-phosphatidylinositol 4,5-bisphosphate phosphodiesterase gamma-1 (Homo sapiens), P19174; fluorogenic substrate; inhibition, % at 12.2 µM; 370,000 tested, 0.84% active; in the data active = inhibition above about 9.5%
ASAP1 GAP inh = inhibitors of human ASAP1 ArfGAP activity, primary screen, biochemical, fluorescence polarization; 360,000 tested, 0.19% active; AID 624377, 2012; ASAP1-stimulated ARF1 GTP hydrolysis, GDP FP detection; inhibition, % at 16.5 µM; in the data active = inhibition above about 25%;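 also: 0% = vehicle with enzyme and substrate and 100% = no enzyme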
ADAM17 inh = ADAM17 inhibitors, primary screen, biochemical, QFRET. Disintegrin and metalloproteinase domain-containing protein 17 (Homo sapiens), P78536. 370,000 tested, 0.83% active. recombinant ADAM17, EDANS/DABCYL FRET peptide cleavage. inhibition, % at 6.95 µM;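 active = inhibition above the mean of compounds lying between control limits plus 3 SD, set per campaign, cut at about 8.5% in these data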;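 also: 0% = DMSO-only wells as the low control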
Tn6 DDE FP = inhibitors of Tn6 peptide binding to fibrin DD(E), primary screen, biochemical, fluorescence polarization, human fibrin, Tn6 probe. inhibition, % at 8.3 µM. 370,000 tested, 0.21% active. Fibrinogen beta chain (Homo sapiens), P02675. Fibrin DD(E) TRITC-Tn6 fluorescence polarization displacement;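 active = inhibition above a per-campaign cutoff: mean of compounds within control limits plus 3 SD, cut at about 15% in these data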;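 also: 0% = median of all compound wells on the plate and 100% = blocking peptide control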
ARFGAP1 inhibitor = inhibitors of rat ARFGAP1 GAP activity, primary screen, biochemical, fluorescence polarization, GDP tracer; 360,000 tested, 0.26% active; ADP-ribosylation factor GTPase-activating protein 1 (Rattus norvegicus), Q62848; Arfgap1-stimulated ARF1 GTP hydrolysis, GDP FP detection; inhibition, % at 16.5 µM;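 active = inhibition above a per-plate limit, mean inhibition of low control wells plus 3 SD, cut at about 25% in these data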;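 also: 0% = DMSO wells with enzyme and 100% = wells lacking Arfgap1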
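Assay system: Rat Arfgap1 GAP domain (His6, aa 1-136), purified enzyme | Buffer or medium: HEPES 25 mM pH 7.5, NaCl 150 mM, MgCl2, DTT | Schedule: GTP hydrolysis reaction 2 h at 25 °C | Signal: FP of antibody-bound GDP Alexa 633 tracer, ex 620/em 688 nm | Measure: Percent inhibition of Arfgap1-stimulated GTP hydrolysis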
UHRF1 binding = UHRF1 methylated DNA binding inhibitors, primary screen, counter-screen for MBD2 inhibitor project, biochemical, TR-FRET, human UHRF1, single concentration; 370,000 tested, 0.75% active; inhibition, % at 4.4 µM; UHRF1 binding to methylated oligo; E3 ubiquitin-protein ligase UHRF1 (Homo sapiens), Q96T88; in the data active = inhibition above about 21%;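 also: UHRF1 SRA domain binding a hemimethylated CpG hairpin DNA probe; 0% = median of test compound wells and 100% = reference inhibitor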
Target sequence (Q96T88 whole entry, looked up, the tested form may be a part): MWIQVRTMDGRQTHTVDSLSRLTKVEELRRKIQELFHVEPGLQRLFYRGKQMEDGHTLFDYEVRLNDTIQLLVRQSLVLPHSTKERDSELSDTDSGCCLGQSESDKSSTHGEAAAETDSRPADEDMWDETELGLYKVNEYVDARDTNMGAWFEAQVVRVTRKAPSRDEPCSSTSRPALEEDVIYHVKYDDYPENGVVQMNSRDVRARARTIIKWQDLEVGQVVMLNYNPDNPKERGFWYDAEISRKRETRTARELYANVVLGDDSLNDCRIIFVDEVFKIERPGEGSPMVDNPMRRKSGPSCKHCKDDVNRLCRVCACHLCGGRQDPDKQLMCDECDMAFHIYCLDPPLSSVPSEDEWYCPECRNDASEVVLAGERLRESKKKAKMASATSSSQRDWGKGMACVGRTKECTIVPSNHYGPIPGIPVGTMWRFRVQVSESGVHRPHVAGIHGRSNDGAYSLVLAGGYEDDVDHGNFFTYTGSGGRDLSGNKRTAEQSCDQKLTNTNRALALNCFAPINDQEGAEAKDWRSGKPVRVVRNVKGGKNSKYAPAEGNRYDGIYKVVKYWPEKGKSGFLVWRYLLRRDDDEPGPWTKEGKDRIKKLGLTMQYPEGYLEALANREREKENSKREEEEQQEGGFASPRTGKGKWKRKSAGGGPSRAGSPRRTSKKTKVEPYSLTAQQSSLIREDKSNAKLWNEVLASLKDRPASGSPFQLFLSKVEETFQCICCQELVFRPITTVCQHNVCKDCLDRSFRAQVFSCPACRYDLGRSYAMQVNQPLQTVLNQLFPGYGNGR
DDE Tn7 FP inh = inhibitors of Tn7 peptide binding to fibrin DD(E), primary screen, biochemical, fluorescence polarization, human fibrin, Tn7 probe. inhibition, % at 8.3 µM. AID 720508, 2013. 370,000 tested, 0.13% active. Fibrinogen beta chain (Homo sapiens), P02675. FP displacement of FITC-Tn7 peptide from fibrin DD(E); 0% = median of compound wells per plate;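 active = inhibition above the mean of compounds falling within the control limits plus 3 SD of them, cut at about 14% in these data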;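 also: 0% = plate median of compound wells and 100% = 10 µM Aha-Tn7 peptide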
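Assay system: human fibrin DD(E) protein / Input: 2 µM fibrin DD(E) / Benchmarks: high control of 10 µM Aha-Tn7 peptide / Measured by: fluorescence polarization of the labelled Tn7 tracer / Medium: Tris buffer with calcium and detergent, pH 7.8 / Timing: 10 min compound pre-incubation, 3 h probe incubation at room temperature / Repeats: one replicate per compound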
PLC-beta3 inh = human PLC-beta3 inhibitors, primary screen, biochemical, fluorescence; Purified PLC-beta3, fluorogenic substrate; inhibition, % at 12.2 µM; 370,000 tested, 0.18% active; AID 720704, 2013; in the data active = inhibition above about 11%;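 also: 0% = median of compound wells on plate and 100% = full blocker control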
MBD2 DNA inh = inhibitors of MBD2 binding to methylated DNA, primary screen, biochemical, TR-FRET, DNA-binding domain, human; MBD2 binding to methylated oligonucleotide; Methyl-CpG-binding domain protein 2 (Homo sapiens), Q9UBB5; 370,000 tested, 0.31% active; inhibition, % at 4.4 µM; in the data active = inhibition above about 13%
* hit, by the source's call.

SMILES	KLK7 zymogen act	PLC-gamma1 inh	ASAP1 GAP inh	ADAM17 inh	Tn6 DDE FP	ARFGAP1 inhibitor	UHRF1 binding	DDE Tn7 FP inh	PLC-beta3 inh	MBD2 DNA inh
COC(=O)CCC(=O)OC1(C)C(=O)C=C2C=C(C3CC3)N(Cc3ccc4c(c3)OCO4)C=C2C1=O (stereo unspecified)	0.8	-29	-2	-9	7	18	0	0	-48	-3
O=C(CCNC(=O)Cn1ccc2ccccc2c1=O)NCCCN1CCN(c2ccccc2F)CC1	0.7	2	2	-4	1	-5	-2	-2	3	2
Cc1ccc(C(CCN(Cc2ccccc2)C(=O)c2ccco2)c2ccco2)cc1 (stereo unspecified)	0.2	-3	1	2	-2	-5	-1	5	-1	7
COc1ccc(OC)c(NC(=O)C2(C)CCN2Cc2ccsc2)c1 (stereo unspecified)	0.0	-1	3	2	7	6	-3	8	2	-10
O=C(COc1cccc(Oc2ccccc2)c1)Nc1ncccn1	0.0	1	4	-7	-3	-5	2	2	-2	3
CC1CCN(C(=O)c2ccc(NS(C)(=O)=O)cc2)CC1	-0.6	-1	4	-6	-1	0	1	5	1	2
O=C(COC(=O)c1cn(-c2ccccc2)nc1-c1ccc(F)cc1)Nc1ncc(Cl)cc1Cl	-0.3	-10	17	-4	-4	17	1	0	-10	5
COc1ccc(OC)c(C2=NS(=O)(=O)N(C)C(C(=O)Nc3cccc(C(C)=O)c3)=C2)c1	0.7	-6	-17	3	-4	-3	-3	-3	-13	-3
Cc1cccc(/C=N\Nc2nnc(-c3ccccc3)c(=O)[nH]2)c1	0.0	-5	8	-4	-2	9	-7	7	-3	2
COc1cc([N+](=O)[O-])ccc1NC(=O)CCCOc1cc(C)ccc1C	0.3	-2	3	-2	7	1	-1	-4	-1	-4
COc1ccccc1CNC(=O)c1ccccc1NS(C)(=O)=O	-5.9	-16	4	-59	-5	5	2	-3	-36	0
COc1ccc(S(=O)(=O)Nc2cc(C(=O)NCCCN3CCOCC3)ccc2N2CCOCC2)cc1	-1.1	1	12	1	-2	-1	3	-3	-5	-4
Cc1ccc(S(=O)(=O)NCC(=O)OCC(=O)N(C)C2CCS(=O)(=O)C2)cc1 (stereo unspecified)	-0.2	2	2	-2	6	-3	1	-1	3	2
O=C(NC(=S)NCc1nc2ccccc2[nH]1)c1ccc(F)cc1	-1.8	-27	11	-1	-7	4	8	-1	-101	-3
CC(C)=CCc1c(O)ccc2c1OC(c1ccc(O)c(O)c1)CC2=O (stereo unspecified)	-3.5	-12	-7	-2	0	19	1	3	-16	6
Oc1ccccc1-c1nc(/C=C/c2ccccc2)nn1-c1ccccc1	-4.5	-34	4	1	-5	2	3	0	-47	6
CC(/C=N/n1c(-c2cccnc2)n[nH]c1=S)=C\c1ccccc1	0.0	-1	7	-2	-1	5	-4	-1	1	-2
COC(=O)CSc1ncnc2c(C)csc12	1.0	3	-1	-3	6	10	5	-5	7	1
COc1ccc(C(=O)NC2(C(F)(F)F)C(=O)N(Cc3ccco3)C3=C2C(=O)CC(C)(C)C3)cc1OC (stereo unspecified)	-1.1	2	-9	1	-8	0	3	1	4	-6
CCCc1cc(=O)[nH]c(/N=C(/NC(=O)C(C)N2C(=O)c3ccccc3C2=O)Nc2ccccc2)n1 (stereo unspecified)	-0.1	4	-17	0	-2	-6	-2	-2	2	-2
O=C(NCc1ccc(F)cc1)C1CCCN(C(=O)NCc2ccccc2)C1 (stereo unspecified)	0.1	1	-1	-6	-10	-1	12	9	-11	10
CN1CCN(c2ccc(S(=O)(=O)N3CCCCC3)cc2NC(=O)c2cccc([N+](=O)[O-])c2)CC1	0.5	2	-2	-2	-2	-9	-2	-5	2	2
COc1ccc(N2CCN(CC(=O)Nc3sccc3C#N)CC2)cc1	-0.6	-1	-7	0	3	10	1	-11	-3	3
O=C(Nc1ccc2[nH]ncc2c1)c1ccccc1Cl	-0.6	0	6	-2	-6	4	1	0	-10	-1
CCCCn1nc(C(=O)Nc2cc(C(F)(F)F)ccc2N2CCOCC2)ccc1=O	0.0	4	-10	6	4	10	0	2	-5	1

Sorted by heavy-atom count (lowest first): part of the list above.
SMILES	KLK7 zymogen act	PLC-gamma1 inh	ASAP1 GAP inh	ADAM17 inh	Tn6 DDE FP	ARFGAP1 inhibitor	UHRF1 binding	DDE Tn7 FP inh	PLC-beta3 inh	MBD2 DNA inh
COC(=O)CSc1ncnc2c(C)csc12	1.0	3	-1	-3	6	10	5	-5	7	1
O=C(Nc1ccc2[nH]ncc2c1)c1ccccc1Cl	-0.6	0	6	-2	-6	4	1	0	-10	-1
CC1CCN(C(=O)c2ccc(NS(C)(=O)=O)cc2)CC1	-0.6	-1	4	-6	-1	0	1	5	1	2
COc1ccccc1CNC(=O)c1ccccc1NS(C)(=O)=O	-5.9	-16	4	-59	-5	5	2	-3	-36	0
O=C(COc1cccc(Oc2ccccc2)c1)Nc1ncccn1	0.0	1	4	-7	-3	-5	2	2	-2	3
CC(C)=CCc1c(O)ccc2c1OC(c1ccc(O)c(O)c1)CC2=O (stereo unspecified)	-3.5	-12	-7	-2	0	19	1	3	-16	6
Oc1ccccc1-c1nc(/C=C/c2ccccc2)nn1-c1ccccc1	-4.5	-34	4	1	-5	2	3	0	-47	6
O=C(NCc1ccc(F)cc1)C1CCCN(C(=O)NCc2ccccc2)C1 (stereo unspecified)	0.1	1	-1	-6	-10	-1	12	9	-11	10
Cc1ccc(C(CCN(Cc2ccccc2)C(=O)c2ccco2)c2ccco2)cc1 (stereo unspecified)	0.2	-3	1	2	-2	-5	-1	5	-1	7
COc1ccc(OC)c(C2=NS(=O)(=O)N(C)C(C(=O)Nc3cccc(C(C)=O)c3)=C2)c1	0.7	-6	-17	3	-4	-3	-3	-3	-13	-3
O=C(COC(=O)c1cn(-c2ccccc2)nc1-c1ccc(F)cc1)Nc1ncc(Cl)cc1Cl	-0.3	-10	17	-4	-4	17	1	0	-10	5
CN1CCN(c2ccc(S(=O)(=O)N3CCCCC3)cc2NC(=O)c2cccc([N+](=O)[O-])c2)CC1	0.5	2	-2	-2	-2	-9	-2	-5	2	2
CCCc1cc(=O)[nH]c(/N=C(/NC(=O)C(C)N2C(=O)c3ccccc3C2=O)Nc2ccccc2)n1 (stereo unspecified)	-0.1	4	-17	0	-2	-6	-2	-2	2	-2
COc1ccc(C(=O)NC2(C(F)(F)F)C(=O)N(Cc3ccco3)C3=C2C(=O)CC(C)(C)C3)cc1OC (stereo unspecified)	-1.1	2	-9	1	-8	0	3	1	4	-6

Continued:
SMILES	KLK7 zymogen act	PLC-gamma1 inh	ASAP1 GAP inh	ADAM17 inh	Tn6 DDE FP	ARFGAP1 inhibitor	UHRF1 binding	DDE Tn7 FP inh	PLC-beta3 inh	MBD2 DNA inh
COc1ccc(CCNC(=O)C2COc3ccccc3O2)cc1OC (stereo unspecified)	-0.6	-2	8	0	3	-3	-1	6	-6	0
CC(C)CCN1CCN(Cc2nc3ccccc3s2)CC1CCO (stereo unspecified)	-0.2	-3	-10	-2	6	8	-2	3	2	-1
COc1ccccc1N1CCN(CCCCOc2cccc3ccccc23)CC1	-0.3	5	4	4	6	4	0	-1	0	-2
CCOc1cccc(/C(O)=C2/C(=O)C(=O)N(CCOC)C2c2ccncc2)c1 (stereo unspecified)	0.1	1	-6	-3	-2	-6	-2	9	2	-4
OC(C1=CC(=Cc2ccncc2)c2ccccc21)c1ccncc1 (stereo unspecified)	0.3	-2	-7	0	-5	4	-4	-8	-1	-10
CCn1c(NC(=O)c2ccc(C)cc2)c2ccccc2nc1=O	0.2	0	-3	-5	-1	-6	0	7	-4	4
COCCCNC(=O)c1cccc2c(-c3ccc(O)c(OC)c3)coc12	-0.5	1	-9	1	0	2	2	4	0	-1
CCN1CCC[C@H]1CNC(=O)c1c(O)c(Cl)cc(Cl)c1OC	0.9	-14	6	-9	2	-15	0	0	-21	1
O=C(Nc1ccc(O)c2c(=O)cc(-c3ccccc3Cl)oc12)c1cccc(Cl)c1	-0.4	-3	5	-1	6	-2	3	-5	-3	2
O=C1c2ccccc2C(=O)N1CC1c2ccccc2CCN1S(=O)(=O)c1cnc[nH]1 (stereo unspecified)	0.6	3	-9	2	-2	6	-1	-1	2	-8
CC1(C(=O)NS(=O)(=O)c2ccc(F)cc2F)CCN1C(=O)c1cccc(F)c1 (stereo unspecified)	-0.3	12*	-11	3	9	8	1	-2	9	-5
CCOc1nc(-c2ccc(C)cc2)ccc1-c1noc(COC)n1	-3.4	-6	-3	-9	-6	5	0	-4	-8	4
CCOC(=O)CCC1(C(=O)OC)C(=O)CCCCCC=C1C(=O)OC (stereo unspecified)	-0.6	0	-2	-1	4	-5	2	7	1	-4
CC1=Nc2cccc3cccc(c23)N1C	-0.2	0	-9	-2	6	-1	-7	-3	0	-5
Nc1ccc2c(c1)Nc1ccccc1CC2	-0.3	-11	10	4	0	7	0	-16	-19	-5
COc1ccc(N(CC(=O)Nc2ccccc2C(N)=O)S(=O)(=O)c2ccc(C)c([N+](=O)[O-])c2)cc1	-0.4	1	6	1	-8	12	0	7	-7	-2
CC(O)(c1ccccc1)c1ccc2ccccc2n1 (stereo unspecified)	0.3	0	-2	-4	6	-5	0	9	-1	-3
CC1CCCN(C(=O)Cn2c(=O)oc3cc(S(=O)(=O)N4CCCCC4C)ccc32)C1 (stereo unspecified)	0.3	-1	12	-1	6	6	2	-5	7	0
C/C(=N\Nc1ccc(F)cc1F)c1ccccc1O	-0.2	12*	-5	-4	-6	2	1	-1	2	-4
CCNC(=O)CCC(=O)Nc1cc(Cl)ccc1C	-1.0	0	1	-5	1	6	0	0	1	1
Cc1ccc(-c2nnc(SCC(=O)NNC(=O)COc3cccc(C)c3)n2C)cc1	0.2	3	0	2	-4	6	0	-10	4	-5
Nc1nc(CN2CCN(c3cccc(Cl)c3)CC2)nc(N2CCCc3ccccc32)n1	0.4	-8	1	3	2	-4	-3	-4	-11	-2
